Bioassay records deposited in PubChem by several laboratories.
CHOP inhibitor = blocks CHOP induction under ER stress | inhibition, % at 10 µM | actives 3.8% (n = 220,000) | CHO-K1 CHOP-promoter luciferase, tunicamycin-induced, 15-18 h;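 active = compounds that reduced the stress-induced luciferase reporter signal by more than about 70% of percent inhibition, limit read from the data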;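 note: 0% = tunicamycin plus vehicle and 100% = wells without tunicamycin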
Ba/F3 V617F tox = reduce viability of Ba/F3 cells dependent on JAK2V617F. Ba/F3 EpoR-JAK2V617F viability, ATP luminescence. inhibition, % at 5.6 µM. actives 1.1% (n = 220,000). AID 1446;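 active = inhibition above the campaign mean plus 3 SD over all tested compounds, cut at about 24% in these data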;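 note: cytokine-independent growth of Ba/F3 cells driven by EpoR plus mutant JAK2; 0% = DMSO-treated cells and 100% = JAK inhibitor I control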
Wee1 degr inh = human Wee1 degradation inhibition, primary screen; reporter increase, % at 5 µM; actives 1.2% (n = 220,000); HeLa Luc-Wee1K328M stability, luciferase luminescence; 100% = proteasome inhibitor MG132 effect; P30291;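 active = activation above the mean of all tested compounds plus 3 SD, set per screening run, cut at about 8.8% in these data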;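 note: cells exposed to compound for 20 h before luminescence read; 0% = DMSO alone and 100% = MG132 at 30 µM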
Target sequence (P30291 whole entry K328M): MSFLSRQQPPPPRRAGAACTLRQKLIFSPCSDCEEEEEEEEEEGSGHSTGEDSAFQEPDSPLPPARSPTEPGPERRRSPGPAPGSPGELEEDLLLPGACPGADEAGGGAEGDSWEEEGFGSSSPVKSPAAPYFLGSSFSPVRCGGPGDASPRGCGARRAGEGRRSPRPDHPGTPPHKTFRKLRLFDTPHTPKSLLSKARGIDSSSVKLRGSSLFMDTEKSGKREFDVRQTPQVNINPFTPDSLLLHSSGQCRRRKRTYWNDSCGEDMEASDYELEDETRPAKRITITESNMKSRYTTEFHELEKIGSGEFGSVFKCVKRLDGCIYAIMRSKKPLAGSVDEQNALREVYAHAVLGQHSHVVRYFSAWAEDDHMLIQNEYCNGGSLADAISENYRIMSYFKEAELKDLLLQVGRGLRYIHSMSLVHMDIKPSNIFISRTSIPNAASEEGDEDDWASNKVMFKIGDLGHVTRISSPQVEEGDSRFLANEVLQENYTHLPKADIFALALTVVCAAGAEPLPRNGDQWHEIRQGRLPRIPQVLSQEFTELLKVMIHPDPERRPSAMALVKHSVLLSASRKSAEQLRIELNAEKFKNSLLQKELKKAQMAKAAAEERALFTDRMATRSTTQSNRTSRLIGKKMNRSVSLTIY
TRPN1 ag = activates the zebrafish TRPN1 channel; activation, % at 3 µM; actives 0.18% (n = 220,000); HEK293 zebrafish TRPN1-YFP, Fluo-8 calcium fluorescence; 100% = response to 87 µM carbachol;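 active = activation above its plate's cutoff, the mean activation of test wells on that plate plus 3 SD, cut at about 19% in these data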;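 note: 0% = DMSO alone and 100% = 87 µM carbachol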
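Material – zebrafish TRPN1-YFP in HEK293 cells · Doses – 3 µM single point · Schedule – dye 1 h 37 °C plus 30 min RT · Signal – Fluo-8 calcium fluorescence, excitation 470-495 nm, emission 515-575 nm · Read-out – % activation versus carbachol response · Control set – carbachol high, DMSO low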
RBBP9 inh = inhibitors of human serine hydrolase RBBP9. O75884. recombinant RBBP9, FP-Rh probe fluorescence polarization. inhibition, % at 7.94 µM. actives 0.2% (n = 220,000);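 active = inhibition above the campaign mean of all tested compounds plus 3 SD, cut at about 14% in these data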;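 note: plate controls were DMSO wells with RBBP9 for no effect and wells lacking RBBP9 protein for full effect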
Target sequence (O75884 whole entry, looked up): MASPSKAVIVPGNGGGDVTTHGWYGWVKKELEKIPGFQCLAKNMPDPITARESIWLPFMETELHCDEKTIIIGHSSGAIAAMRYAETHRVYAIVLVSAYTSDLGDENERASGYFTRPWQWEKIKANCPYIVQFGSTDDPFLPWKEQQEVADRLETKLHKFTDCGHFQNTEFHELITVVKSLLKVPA
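System: RBBP9 protein | Quantity: 2.5 µM RBBP9 dispensing solution, before mixing | Reagent: FP-Rh probe, 375 nM dispensing solution | Timing: Enzyme-compound preincubation 30 min, then probe labeling 45 min, 25 °C | Measured by: Fluorescence polarization | Read-out: % inhibition | Replication: One well per compound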
BaF3 parental = reduces parental Ba/F3 cell viability, JAK2V617F counter-screen; actives 1.1% (n = 220,000); inhibition, % at 5.6 µM; AID 1486; CellTiter-Glo ATP luminescence;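 active = inhibition above a per-campaign cutoff, the mean inhibition of all tested compounds plus 3 SD, cut at about 27% in these data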;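 note: 0% = DMSO wells and 100% = JAK Inhibitor I control wells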
TRPML3 agonist = agonists of human TRPML3 channel; actives 0.29% (n = 220,000); HEK293 TRPML3-YFP, Fluo-8 calcium fluorescence; 100% = the carbachol control signal; activation, % at 3 µM;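 active = activation above its plate's cutoff, the mean activation of the plate's test wells plus 3 SD, cut at about 12% in these data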;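 note: 0% = DMSO only wells and 100% = carbachol wells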
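Test system: TRPML3-YFP stable HEK293 cells. Doses: single point at 3 µM. Incubation: dye loading 1 h 37 °C then 30 min ambient, 125 s read. Signal: Fluo-8 calcium dye fluorescence, ex 470-495, em 515-575 nm. Measure: percent activation from peak-to-basal fluorescence ratio, scaled between DMSO and carbachol.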
PPC-1+TRAIL kill = kills PPC-1 cancer cells in the presence of TRAIL. PPC-1 cells + TRAIL, ATPLite viability luminescence. cell killing (% activity), % at 4 µM. actives 0.41% (n = 220,000). AID 1443;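 active = cell killing above 50% in the first pass at 4 µM, then a duplicate retest at 5 µM averaging 50% or more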;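 note: plate controls were cells with TRAIL plus DMSO for no effect and medium-only wells lacking cells for full effect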
TNF death inh = blocks TNF-alpha induced death of Jurkat FADD-/- cells; Jurkat FADD-/- TNF necroptosis rescue, ATP luminescence, 24 h; 0 = TNF only, 100 = no-TNF cells; actives 0.068% (n = 220,000); activation (protection from cell death), % at 10 µM;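 active = activation, meaning protection from cell death, of at least 50% relative to plate controls; inactive = activation below 50%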;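 note: necroptosis triggered by 40 ng/mL TNF-alpha added together with compound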
An asterisk follows results filed as active; nt = no result given. Rows were taken by chance, and some 6.8% of all compounds hit somewhere here.

SMILES	CHOP inhibitor	Ba/F3 V617F tox	Wee1 degr inh	TRPN1 ag	RBBP9 inh	BaF3 parental	TRPML3 agonist	PPC-1+TRAIL kill	TNF death inh
CCn1cc(C(=O)O)c(=O)c2cnc(N3CCN(C(=S)Nc4ccccc4Cl)CC3)nc21	-49	-4	4	1.7	-3	-4	1.1	14	-2.3
Nc1ccccc1N1CCN(C(=O)c2ccccc2)CC1	1	-1	-1	0.2	15*	4	0.4	6	0.5
O=S(=O)(c1ccccc1Cl)N1CCC(O)(c2ccc3c(c2)OCO3)CC1	-5	1	-2	0.5	3	5	1.1	23	-0.4
COCCNC(=O)c1cc2ncc(Br)cn2n1	25	-3	3	-1.3	0	1	0.5	14	0.6
O=C1CCN(C(=O)Nc2cccc(Cl)c2)N1	14	3	0	1.5	-5	4	0.7	10	-3.5
N#Cc1ccc(COc2ccc(CCO)cc2-n2nc3ccccc3n2)cc1	17	2	-2	1.1	-2	9	0.5	-5	-0.3
CN(Cc1ccco1)S(=O)(=O)c1ccc2c(c1)CCN2C(=O)CCC(=O)O	30	-2	0	0.1	-9	0	0.9	6	1.0
COc1cc(C#N)ccc1OCC(=O)Nc1ccc(C)c(S(=O)(=O)N2CCOCC2)c1	3	-2	-1	1.6	-5	3	0.9	0	2.2
CCOC(=O)Cn1c(=O)n(CC(=O)OCC)c2ccccc21	16	-3	3	-0.4	8	-1	0.1	7	-0.9
Brc1ccc(-c2nc3ncccn3c2Nc2ccc3c(c2)OCCO3)o1	6	0	0	-1.8	-7	4	-0.6	28	-1.7
Cc1cccc(C(=O)Nc2cccc(C(=O)N3CCOCC3)c2)c1	-18	5	-2	0.4	-7	9	1.1	18	1.4
CCOc1cc(C2Nc3ccccc3C(=O)N2c2ccccc2)c(Br)cc1OCC(=O)O (centres undefined)	4	-2	-4	1.4	-4	2	1.2	13	0.3
CN(CC(=O)Nc1ccccc1N1CCOCC1)S(=O)(=O)c1ccc(F)cc1	15	1	-2	2.1	-4	9	0.7	-6	-4.8
O=C1CCNc2c(Cl)cc(Cl)cc21	16	-4	-2	1.2	-12	1	0.8	-5	1.4
CCN(CC)C(=O)CSc1nnc(-c2ccccc2)o1	47	-3	4	-0.1	6	4	0.9	10	0.8
O=C(O)C1CC=CCC1C(=O)Nc1ccccc1 (centres undefined)	33	-3	-3	-0.1	-2	6	0.4	-3	-0.5
CCN(CC)CCCNC(=O)Cn1nc(-c2ccccc2)ccc1=O	-2	-1	-2	1.4	-3	11	0.2	-23	-0.5
CCOC(=O)N1CCC(N2C(=O)c3ccccc3C2Nc2ccc(Cl)cn2)CC1 (centres undefined)	30	-2	-2	1.2	-4	9	-0.3	18	-3.3
CCN(CC)C(=O)CN(c1cc2c(cc1OC)oc1ccccc12)S(=O)(=O)c1ccc(C)cc1	-7	5	-1	-1.5	-10	8	11	20	0.0
C=CCOC(=O)/C(=C/c1cccnc1)NC(=O)c1ccccc1	8	2	-2	1.6	-1	-2	0.9	-14	-2.1
COc1ccc(-c2nnc(SCC3CCCO3)n2C)cc1 (centres undefined)	-2	-3	0	-1.2	10	-1	0.3	13	0.8
COc1ccc([N+](=O)[O-])cc1/C=N/Nc1nn[nH]n1	5	-4	1	-0.8	-1	2	0.1	-4	0.8
CC(=O)n1cc([C@H]2C=C(C(=O)NCc3ccccc3)O[C@@H](OCc3ccc(CO)cc3)C2)c2ccccc21	44	4	2	0.7	-18	4	0.0	11	-1.4
O=S(=O)(c1ccc(Cl)cc1)c1cnc2ccccc2n1	-27	5	-1	-0.7	-2	8	-1.0	0	8.2
CC(=O)c1ccc(NC(=O)CN2C(=O)/C(=C/C=C/c3ccccc3)SC2=S)cc1	74*	1	3	2.4	-25	6	0.6	1	2.1
(next part)
SMILES	CHOP inhibitor	Ba/F3 V617F tox	Wee1 degr inh	TRPN1 ag	RBBP9 inh	BaF3 parental	TRPML3 agonist	PPC-1+TRAIL kill	TNF death inh
CCn1nnnc1NC(=O)c1cc(OC)c(OC)c(OC)c1	-4	-2	2	-0.3	3	3	0.5	20	-0.8
COC(=O)Cc1ccc(Oc2ncc(C(F)(F)F)cc2Cl)cc1	30	2	-2	-1.2	-6	8	-0.1	27	-0.9
Cn1nc(-c2ccccc2)c(CO)c1Oc1cccc(C(F)(F)F)c1	5	-3	6	8.6	-4	3	6.6	-9	2.6
CCC(C)(C)c1ccc(Oc2ccc(N)cc2)cc1	108*	13	-2	2.0	-11	15	0.9	8	-9.9
N#Cc1nc(COc2ccccc2)oc1N1CCC(Cc2ccccc2)CC1	59	7	0	0.7	-2	11	0.5	-4	2.4
COCc1cc(C)[nH]c(=O)c1C#N	0	-3	2	0.8	-1	-2	0.3	7	1.0
N#C/C(=C/c1ccc(N2CCOCC2)o1)C(=O)Nc1ccccc1	4	-7	8	72*	-2	0	36*	8	0.6
O=C1NCCCC1C(=O)N1CCCCC1 (centres undefined)	-3	-3	1	-0.4	-1	0	0.0	-11	0.5
COc1ccc(C(=O)N/N=C/c2ccc3cccc(OCc4ccccc4)c3n2)cc1	-40	-6	1	-1.1	-52	6	-1.0	17	-15
Cc1cccc(N(CC(=O)N/N=C/c2ccccc2C(=O)O)S(C)(=O)=O)c1C	-9	4	-3	1.6	4	4	0.3	-6	-0.9
COc1ccc(NC(=O)C2CCC(CNS(=O)(=O)c3cccs3)CC2)cc1 (centres undefined)	8	0	2	1.8	5	6	0.7	21	1.7
COc1ccc(C(CC(=O)N2CCCCC2)NC(=O)C(F)(F)F)cc1 (centres undefined)	3	0	-3	0.9	-3	5	0.4	8	0.4
O=C(c1cc(F)ccc1F)C1CCCN(C(=O)c2ccco2)C1 (centres undefined)	13	-3	2	-0.3	-4	-2	0.3	-12	2.4
Brc1ccc(/C=N/Nc2ccccc2)cc1	36	-1	0	0.1	-6	5	0.1	14	-0.1
CCCOc1ccc(C(=O)CCN2CCCCC2)cc1	0	-2	1	0.1	-10	-1	0.1	6	0.4
CC(=O)Nc1cc2c(=O)n(Cc3ccccc3)c(C)nc2cc1N1CCOCC1	24	3	-2	-0.7	-1	4	1.0	0	-2.8
CC(=O)c1sccc1NC(=O)c1ccccc1C(=O)O	-5	3	2	-1.3	-12	1	0.0	18	0.5
CCN1CCN(CC(=O)Nc2cc(C(F)(F)F)ccc2OCCOC)CC1	-9	-1	-1	2.4	1	-9	1.1	18	1.7
O=C1C(Cl)=C(N2CCOCC2)C(=O)N1CCc1ccccc1	14	-2	8	-0.5	-6	2	-0.4	6	-0.7
COc1ccc(C2CC(c3cccs3)=Nc3ccccc3S2)cc1OC (centres undefined)	7	-4	1	0.3	-3	0	0.3	3	-0.8
O=C(N1CCOCC1)N1CCN(c2ccc(F)cc2)CC1	13	-2	7	-1.3	2	1	0.9	2	0.2
O=C(c1cccs1)N1CCN(Cc2cccc([N+](=O)[O-])c2)CC1	14	5	5	3.4	-9	6	0.3	8	3.9
CCN(Cc1ccncc1)C(=O)c1ccc2c(c1)S(=O)(=O)c1ccccc1C2=O	12	0	-2	1.7	2	6	1.2	-13	-0.4
COc1cc(CN(C)CC(=O)c2[nH]c(C)c(C(C)=O)c2C)ccc1OC(F)F	41	-2	-2	2.8	-2	4	1.4	-6	-4.2
CCN(CC(=O)Nc1cccc(OC)c1)c1ncnc2sc(C)c(C)c12	59	-2	0	7.8	-3	4	2.8	10	-0.4

The list goes on; the last three above are carried over.
SMILES	CHOP inhibitor	Ba/F3 V617F tox	Wee1 degr inh	TRPN1 ag	RBBP9 inh	BaF3 parental	TRPML3 agonist	PPC-1+TRAIL kill	TNF death inh
CCN(Cc1ccncc1)C(=O)c1ccc2c(c1)S(=O)(=O)c1ccccc1C2=O	12	0	-2	1.7	2	6	1.2	-13	-0.4
COc1cc(CN(C)CC(=O)c2[nH]c(C)c(C(C)=O)c2C)ccc1OC(F)F	41	-2	-2	2.8	-2	4	1.4	-6	-4.2
CCN(CC(=O)Nc1cccc(OC)c1)c1ncnc2sc(C)c(C)c12	59	-2	0	7.8	-3	4	2.8	10	-0.4
CC1=Nc2ccccc2N=C(NC(=O)CN2CCN(c3ccccc3)CC2)C1c1ccccc1 (centres undefined)	-4	1	-1	0.7	-6	4	0.2	-7	2.5
CCOC(=O)c1c(NC(=O)c2ccc(N3C(=O)[C@@H]4[C@H](C3=O)[C@H]3C=C[C@@H]4C3)cc2)sc2c1CCCC2	26	-3	-2	-2.0	-9	1	0.3	20	4.8
COc1ccc(CNC(=O)C2CCCN2S(=O)(=O)c2ccc(F)cc2)cc1 (centres undefined)	62	-3	-1	2.1	4	-1	0.3	4	-0.5
Cc1nn(C)c(C)c1/C=C(/C(=O)C(C)(C)C)n1cncn1	-9	-7	0	1.4	-10	-4	0.8	4	0.0
CCOC(=O)c1sc(NC(=O)COc2ncnc3ccccc23)c(C(=O)OCC)c1C	43	1	-2	1.0	-9	3	1.0	7	1.7
CCOC(=O)c1cnc(SCC(=O)Nc2cc(OC)cc(OC)c2)nc1N	76*	4	0	4.0	-2	6	1.3	3	-2.9
CC(C)c1csc(CN2CCN(Cc3ccc(F)c(F)c3)C(CCO)C2)n1 (centres undefined)	27	4	0	2.5	-5	5	0.7	12	0.8
C[N+]1(CC#CC(O)(c2ccccc2)c2ccccc2)CCCC1	27	1	-2	0.6	-11	5	-0.6	20	2.0
CCC(C)c1ccc(NC(=S)Nc2ccc(OC)cc2C)cc1 (centres undefined)	43	-3	2	2.5	-8	0	0.2	14	-6.8
Cc1ccc(C(=O)O)cc1NC(=S)NC(=O)c1ccc([N+](=O)[O-])c(C)c1	-5	-1	-1	0.5	0	2	0.3	18	-0.4
O=[N+]([O-])c1cc2c(cc1/C=N/n1c(-c3ccccn3)n[nH]c1=S)OCO2	12	5	2	0.5	6	13	-0.7	10	1.4
CC(C)OC(=O)c1ccc(N)cc1	-1	2	2	1.2	-9	2	0.1	-5	0.3
FC(F)(F)c1cc(-c2ccccc2)nc2nc(N3CCOCC3)sc12	41	-1	0	1.6	-14	0	1.0	nt	0.5
CCCc1nn2c(=O)cc(O)nc2s1	7	0	1	0.5	-2	5	0.7	15	0.6
COc1cccc(CNC(=O)C2CCC(CNc3nc(=S)[nH]c4ccccc34)CC2)c1 (centres undefined)	70	-2	2	-0.9	-7	-3	0.5	13	4.5
Cc1cccc(C)c1NC(=O)COC(=O)c1ccc2c(c1)OCO2	-19	3	0	0.9	-9	0	0.7	3	1.5
N#CCCn1c(Cl)nc2ccccc21	4	2	-2	0.0	-6	1	0.2	8	0.6
CCOc1ccc2[nH]c(C)c(CN3CCCCC3)c(=O)c2c1	4	2	0	-0.3	-11	2	-0.5	1	1.0
Cn1cnc([N+](=O)[O-])c1Sc1nc2ccccc2[nH]1	-19	34*	0	1.3	-8	10	-0.1	19	-11
